# Screening data deposited in PubChem by National Center for Advancing Translational Sciences (NCATS).
# p53ts 32C tox: p53ts cell cytotoxicity, permissive temperature; H1299-p53A138V at 32C, ATP luminescence viability, 24 h; Potency, µM (top dose mostly 46.1 µM), for inactives: at the highest dose activity change, negative = cytotoxicity, hits mostly cytotoxic; 130,000 tested, 0.93% active; AID 924;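 also: 0% = DMSO and -100% = full killing by reference compound; nearly all actives have a fitted effect of over 55% in size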
#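 Cells: H1299 p53ts (A138V), 600/well, pre-incubated 16–30 h at 37C. Cpd up to 46 uM, 24 h, 32C. Readout: ATPlite luminescence, 20 min RT. Normalization: DMSO vs tamoxifen 100 uM. AC50 by Hill equation.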
# p53ts 39C tox: kills p53ts cells at the nonpermissive temperature. H1299-p53A138V viability at 39C, ATP luminescence, 24 h. Potency, µM (titrated, usually from 46.1 µM), for the others: at the top dose activity change, negative = cell killing, most hits filed as cytotoxic. 130,000 tested, 1.5% active. AID 902; also: nearly all actives have a fitted effect of over 55% in size
# Imprint erasure: genomic imprint erasure induction. 110,000 tested, 0.02% active. AID 1948. Potency, µM (titrated, usually from 60.7 µM), inactives show at the highest dose activity change, positive = activation, hits mostly activators. mouse ES Peg3-LacZ reporter, beta-gal luminescence, 40 h;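 also: 0% = negative control wells on the plate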
#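 Gelatin-coated wells received 300 freshly trypsinized female ES cells with a Peg3LacZ-Neo reporter on the maternal allele, then incubated 40 hours at 37C. BetaGlo was added for 5 minutes at room temperature before a single luminescence read.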
# IkB sig inh: IkB pathway inhibition in ABC-DLBCL cells | ABC-DLBCL IkBa-CBG/CBR dual luciferase ratio, 4 h; response scale: scaled: untreated 0%, proteasome inhibitor 100% | Potency, µM (titrated, usually from 57.1 µM), inactives show at the highest dose IkBa stabilization activation | 110,000 tested, 0.04% active; active = well fitted curve in the direction sought with a large enough effect in the signal ratio, not every such curve was filed as active; inconclusive = small, poorly fitted or top-dose-only effect, or a change in a side signal; the % refers to the signal ratio;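 also: the direction sought is a rising ratio; 0% = basal untreated cells and 100% = reference inhibitor full response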
#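 Curves were fitted separately to fusion (green), unfused (red) and ratio luminescence, then classed by r2, magnitude and activity. Cells: OCI-Ly3, 4 h compound plus doxycycline at 37C; 10 uM MG-132 defined full response.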
# Starred values were filed as active, the others as inactive; ? = inconclusive; / = not tested or not shown; [ ] = another dose, or the depositor's remark. Unless noted, calls follow the shape of the dose curve; as a rule, active = well fitted curve in the direction sought with a large enough effect; inconclusive = small, poorly fitted or top-dose-only effect, or another doubt; inactive = no such curve, though single readings can be large; an effect the other way counts as inactive or inconclusive. Unless noted, % is scaled to controls: 0 for no effect and ±100 for the full control effect; potency is read from the fitted curve at half-maximal effect.
SMILES,p53ts 32C tox,p53ts 39C tox,Imprint erasure,IkB sig inh
CCOC(=O)c1ccc(NC(=O)CC(C)n2nc(C)cc2C)cc1 (stereo unspecified),-4%,2%,-17%[10.9 µM],-2.5%
O=C(Cn1cnc2ccccc21)NCCCN1CCOCC1,1%,10%,22%,-1.3%
CCn1cc(C(=O)N2CCn3c(nc4ccccc43)C2)c(=O)c2ccc(C)nc21,15%,3%,1%,-1.3%
COCCCNC(=O)CSc1nc2nc(C)c(Cc3ccccc3Cl)c(C)n2n1,-2%,21%,3%[10.9 µM],-1.1%
Nn1c(SCc2cccc3ccccc23)nnc1-c1ccco1,6%,12%,-21%,0.2%
Cc1nc2cncnc2n(Cc2ccc(F)cc2)c1=O,1%,9%,-5%,1.6%[11.4 µM]
COc1cc(Cl)ccc1S(=O)(=O)n1nc(C)cc1C,8%,8%,-13%,0.6%
CCOc1nc(C)ccc1-c1noc(-c2ccccc2OC)n1,13%,-6%,-16%,-2.4%
O=C(c1ccco1)N(Cc1ccco1)c1ccc(O)cc1,5%,16%,-29%,1.6%
Cn1c(CCN2CCCCC2)nc2cc(NC(=O)Nc3ccccc3)ccc21,-1%,25%,-21%,9.5%
CCn1cc(C(=O)N2CCN(c3ccccc3F)CC2)c(=O)c2cc(S(=O)(=O)N(C)C3CCCCC3)ccc21,13%,9%,-10%[10.9 µM],-1.1%
COc1ccccc1N1CCN(CC(=O)Nc2c(C)n[nH]c2C)CC1,0%,-2%,-2%,0.3%
O=C(NCc1ccccc1)c1c(O)c2cccc3c2n(c1=O)CCC3,-4%,3%,/,-1.8%
Cn1c(CN2CCN(c3ccc(Cl)cc3)CC2)nc2ccccc21,2%,-4%,-18%,3.5%
COc1ccc(C(C)=O)cc1CSc1nc(NCc2ccc(Cl)cc2)c2ccccc2n1,-15%,-30%,12%[10.9 µM],1.7%
CCc1cccc(CC)c1N(COC)C(=O)Cn1c(CC)nc2ccccc21,5%,-1%,-19%[10.9 µM],-3.6%
COc1ccccc1C(=O)C(O)c1ccccc1OC (stereo unspecified),6%,14%,10%,-0.6%
COC(=O)c1ccccc1NC(=O)c1cccc(NC(=O)c2ccc(Br)o2)c1C,1%,-1%,-9%,-1.6%
COc1ccc(CCNc2oc(COc3ccccc3F)nc2C#N)cc1,-29%,-11%,-19%,?
CC1(C)Cc2ccccc2-c2nnc(SCC(=O)Nc3ccc4c(c3)OCO4)n21,1%,-12%,-15%,?
COC(=O)[C@@]1(Cc2ccc(F)cc2)[C@H]2c3cc(C(=O)N4CCCC4)n(Cc4ccccc4)c3C[C@H]2CN1C(=O)c1ccccc1,45%[activator],38%[activator],10%,/
CCOC(=O)c1c(NC(=O)c2ccc(S(=O)(=O)N(C)C3CCCCC3)cc2)sc2c1CCN(C(C)C)C2,4%,-15%,-15%[10.9 µM],0.6%
CCCOc1ccc(-c2nc3ccccc3c(=O)o2)cc1,10µM*,5µM*,-46%[inhibitor][10.9 µM],63%
COc1ccc(OC)c(NC(=O)N2c3ccccc3Sc3ccccc32)c1,12%,-10%,-17%[10.9 µM],5.3%
NC(=O)CSCc1c(Cl)cccc1Cl,6%,-1%,-9%,-0.5%

# 14 compounds from above, ordered by formula weight, rising.
SMILES,p53ts 32C tox,p53ts 39C tox,Imprint erasure,IkB sig inh
Cc1nc2cncnc2n(Cc2ccc(F)cc2)c1=O,1%,9%,-5%,1.6%[11.4 µM]
COc1ccccc1C(=O)C(O)c1ccccc1OC (stereo unspecified),6%,14%,10%,-0.6%
O=C(c1ccco1)N(Cc1ccco1)c1ccc(O)cc1,5%,16%,-29%,1.6%
COc1cc(Cl)ccc1S(=O)(=O)n1nc(C)cc1C,8%,8%,-13%,0.6%
CCOc1nc(C)ccc1-c1noc(-c2ccccc2OC)n1,13%,-6%,-16%,-2.4%
O=C(NCc1ccccc1)c1c(O)c2cccc3c2n(c1=O)CCC3,-4%,3%,/,-1.8%
Cn1c(CN2CCN(c3ccc(Cl)cc3)CC2)nc2ccccc21,2%,-4%,-18%,3.5%
COc1ccc(CCNc2oc(COc3ccccc3F)nc2C#N)cc1,-29%,-11%,-19%,?
Cn1c(CCN2CCCCC2)nc2cc(NC(=O)Nc3ccccc3)ccc21,-1%,25%,-21%,9.5%
CCn1cc(C(=O)N2CCn3c(nc4ccccc43)C2)c(=O)c2ccc(C)nc21,15%,3%,1%,-1.3%
CC1(C)Cc2ccccc2-c2nnc(SCC(=O)Nc3ccc4c(c3)OCO4)n21,1%,-12%,-15%,?
COCCCNC(=O)CSc1nc2nc(C)c(Cc3ccccc3Cl)c(C)n2n1,-2%,21%,3%[10.9 µM],-1.1%
COc1ccc(C(C)=O)cc1CSc1nc(NCc2ccc(Cl)cc2)c2ccccc2n1,-15%,-30%,12%[10.9 µM],1.7%
CCOC(=O)c1c(NC(=O)c2ccc(S(=O)(=O)N(C)C3CCCCC3)cc2)sc2c1CCN(C(C)C)C2,4%,-15%,-15%[10.9 µM],0.6%

# Going on with the list.
SMILES,p53ts 32C tox,p53ts 39C tox,Imprint erasure,IkB sig inh
CCCS(=O)(=O)c1c(S(=O)(=O)CCC)c2ccccn2c1C(=O)OC,-1%,-7%,-10%,0.6%
C[C@H](CCC(=O)NCC(=O)O)[C@H]1CC[C@H]2[C@H]3[C@@H](C[C@@H](O)[C@]12C)[C@]1(C)CC[C@H](O)C[C@@H]1C[C@@H]3O,3%[20.6 µM],1%[20.6 µM],-11%[16.8 µM],1.0%[25.6 µM]
Cc1noc(C)c1S(=O)(=O)N1CCC(C(=O)N2CCN(c3ccccc3)CC2)CC1,2%,-16%,-9%[10.9 µM],6.2%
CN1CCN(c2ncc3nc(CCc4ccccc4)c(=O)n(C)c3n2)CC1,-19%,-13%,-16%,-2.1%[11.4 µM]
Cc1nc2cnc(Oc3ccccc3)nc2n(-c2ccccc2)c1=O,-1%,3%,/,-0.4%[11.4 µM]
CCc1nc2c(cnn2-c2ccc(Cl)cc2)c(=O)n1-c1ccc(OC)cc1,-7%,-10%,-8%,-0.4%
CC(C)COC(=O)c1ccc(NC(=O)C2C3C=CC(C3)C2C(=O)O)cc1 (stereo unspecified),-5%,-10%,-14%,0.5%
CCc1cccc(NC(=O)C(NS(=O)(=O)c2ccc3nc(C)sc3c2)C(C)C)c1 (stereo unspecified),0%,-8%,-6%[10.9 µM],?
COc1ccc(-n2c(Cn3nnc4ccccc43)nnc2SCC(=O)O)cc1,2%,8%,2%,-0.4%
CC(C)c1nnc(N2C(=O)c3oc4ccccc4c(=O)c3C2c2ccco2)s1 (stereo unspecified),-6%,13%,-6%,9.8%
Cn1c(=O)c(-c2cc(F)cc(F)c2)nc2cnc(Nc3ccccc3)nc21,-1%,2%,-32%[inhibitor],-7.4%[11.4 µM]
CN(C)CCOC(=O)C1(c2ccccc2)CCOCC1,-2%,10%,3%,0.6%
COC(=O)c1cc(Br)c(=O)n(-c2ccc(C(C)=O)cc2)c1,-3%,3%,-7%,0.5%
Cc1ccc2nc3c(cc(C(=O)NCC4CCCO4)c(=N)n3CCCOC(C)C)c(=O)n2c1 (stereo unspecified),-3%,16%,5%,0.6%
O=C(O)c1cnn(-c2ccccc2)c1-n1cccc1,-2%,1%,-5%,1.8%
COCCCNC(=O)C1CCC(CNS(=O)(=O)c2ccc(OC)cc2)CC1 (stereo unspecified),5%,-6%,-7%[10.9 µM],-0.3%
Cc1ccc(C)c(NC(=O)CSc2nnc(-c3ccccc3)o2)c1,-2%,2%,-27%,4.9%
CCC(CC)C(=O)NCCc1cc2ccc(C)cc2[nH]c1=O,-16%,24%,-17%,0.4%
CCOc1ccc2nc(N3CCCC(C(=O)NCCc4ccc(OCC)c(OCC)c4)C3)sc2c1 (stereo unspecified),-30%,?,-12%[10.9 µM],?
Cc1cc(OCC(=O)Nc2cc(-c3nc4ccccc4[nH]3)ccc2C)ccc1Cl,?,-25%,-8%[10.9 µM],?
CCOC(=O)c1[nH]c2ccc(C)cc2c1N,-21%,-28%,/,/
CCOC(=O)c1c(C)oc2ncnc(N3CCN(c4ccc(C)cc4C)CC3)c12,-2%,-7%,10%[10.9 µM],?
Cc1c(C(=O)OCC(=O)c2c(N)n(CC(C)C)c(=O)n(C)c2=O)oc2ccccc12,7%,-9%,-22%,?
CCCCS(=O)(=O)c1sc2nc3c(cc2c1N)CCCC3,8%,5%,-28%,1.4%
CCOC(=O)c1cc(C(C)(C)C)oc1CNC(=O)c1c(C)oc2c1CCCC2,-15%,-14%,/,/
# The list continues.
SMILES,p53ts 32C tox,p53ts 39C tox,Imprint erasure,IkB sig inh
COc1ccc(NC(=O)c2ccco2)c(NC(=O)Cc2cccs2)c1,13%,4%,-11%,1.5%
Cc1nc(-c2ccccc2)cc(N2CCCC2)n1,0%,2%,-9%,-0.5%
CCOC(=O)c1cnc(-n2nc(C)cc2C)nc1N(CC)CC,-2%,-23%,-6%,-0.5%
Cc1cc(C)c(NC(=O)CSc2n[nH]c(-c3ccccc3Cl)n2)c(C)c1,1%,7%,-6%[10.9 µM],-1.8%
CCN(Cc1ccccc1)C(=O)c1cn(-c2cccc(OC)c2)c(=O)c2ccccc12,4%,32%[activator],9%[10.9 µM],0.3%
Cc1cccc(NC(=O)c2nc(S(C)(=O)=O)ncc2Cl)c1,?,?,-42%[inhibitor][10.9 µM],?
CCOc1ccc(Nc2c(S(=O)(=O)c3ccc(Cl)cc3)cnc3ccc(OC)cc23)cc1,12%,-12%,-12%[10.9 µM],?
O=C(c1cc2nc3c(c(C(F)(F)F)n2n1)CCc1ccccc1-3)N1CCN2CCCC2C1 (stereo unspecified),-7%,-6%,15%,-0.4%
COc1ccc(C(=O)N2CCC3(CC2)CN(Cc2ccc(C#N)cc2)C3)cc1,-3%,9%,/,-2.1%[11.4 µM]
COc1ccccc1CCNC(=O)CCCn1c(=O)c2cccn2c2cccnc21,-7%,-9%,15%[10.9 µM],-0.6%
CC(C)=CCc1c(O)cc2oc(C)cc(=O)c2c1O,5%,-19%,-11%,/
Cc1ccc(S(=O)(=O)NC(=O)Nc2cc(C)ccc2F)cc1,9%,-6%,5%,-1.3%
O=C1c2ccccc2-c2onc3c(Br)cc(NC4CCCCC4)c1c23,-2%,9%,25%[10.9 µM],?
COC(=O)c1cccc(Nc2c(-c3ccc(O)cc3)nc3nc[nH]n23)c1,-4%,7%,-15%[10.9 µM],?
O=C(Cn1cc(SCc2ccccc2Cl)c2ccccc21)N1CCCCCC1,-7%,1%,-17%[10.9 µM],?
C=C(C)[C@@H]1CC=C(C(=O)O)CC1,-10%,7%,/,-5.0%
COC(=O)c1cc2occc2n1CC(=O)Nc1ccc(OC)c(OC)c1OC,6%,10%,8%,-0.8%
CCOC(=O)C1CCCN(c2cc(C)nc3c(-c4ccccc4OC)c(C)nn23)C1 (stereo unspecified),9%,-8%,-14%[10.9 µM],?
Cc1ccc(C)c(NC(=O)CCNS(=O)(=O)c2ccc3c(c2)CCCC(=O)N3)c1,-4%,0%,-5%[10.9 µM],-1.5%
CCOC(=O)C1C(=O)CC(C)(O)C(C(=O)OCC)C1c1ccc(N(CC)CC)cc1 (stereo unspecified),13%,1%,/,/
CC12CCC(=O)N1C(C(=O)Nc1cccc3ccccc13)CS2 (stereo unspecified),-11%,25%,4%,1.6%
O=C(CSc1ccc2nnc(-c3ccncc3)n2n1)Nc1ccccc1F,10%,16%,-6%,4.8%
N#CC1=C(N)Oc2cc(O)ccc2C1c1ccccc1 (stereo unspecified),13%,2%,6%,1.6%
O=C(NC1CCCCC1)C(c1ccccc1)N1CCCC1 (stereo unspecified),-5%,-19%,-16%,-1.2%
COc1cc(NC(=O)c2cccc3c2C(=O)N(C2CCCCC2)C3)cc(OC)c1,3%,13%,-9%[10.9 µM],-1.5%
CCOc1ccc(NS(=O)(=O)c2ccc3[nH]cc(C(=O)NCc4ccco4)c(=O)c3c2)cc1,21%,5%,-1%[10.9 µM],?
Cc1c(Cl)cccc1NC(=O)C(=O)NCCc1csc(-c2ccc(C(F)(F)F)cc2)n1,-2%,-21%,7%[10.9 µM],1.0%
CC(=O)c1ccc(OCc2ccccc2)c(C)c1O,6%[9.22 µM],8%[9.22 µM],/,/
